# Bioassay records from PubChem BioAssay.
# ABCB6 inh MLPCN – human ABCB6 transporter inhibition; Q9NP58; K562-ABCB6 porphyrin accumulation, flow cytometry, 1 h; hits give low values; fluorescence ratio to DMSO, % at 10 µM; 360,000 tested, 0.19% active;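 active = fluorescence ratio to DMSO below 75%, the collection mean minus 3 SD; inconclusive = too few cells collected in the well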;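 note: signal is porphyrin accumulated inside mitochondria; 100% equals median channel fluorescence of DMSO control wells; lower ratio means ABCB6 inhibition with less porphyrin fluorescence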
# Exocytosis inh – lytic granule exocytosis inhibition | TALL-104 LAMP-1 surface exposure, flow cytometry; cells stimulated with thapsigargin and PMA | inhibition, % at 10 µM | 360,000 tested, 0.66% active;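 active = inhibition above about 55%, limit read from the data; inconclusive = no clear call, values can overlap the other calls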
# aDG glyco act – increases alpha dystroglycan glycosylation. Pro5-aDG cells, alpha-DG glycosylation AlphaScreen (IIH6); 0% Pro5, 100% B10-LARGE cell signal. 360,000 tested, 0.22% active. activation, % at 10 µM;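 active = activation of at least 8% versus controls, or a plate z-score of at least 8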;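 note: Pro5 are CHO cells carrying HIG-tagged alpha-DG that lacks glycosylation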
# ABHD5-PLIN5 inh – blocks binding of human ABHD5 to perilipin-5 | Split G. princeps luciferase complementation, luminescence, 4 h | inhibition, % at 4 µM | AID 602281 | 360,000 tested, 0.78% active;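 active = inhibition above the mean inhibition across every tested compound plus 3 SD, cut at about 22% in these data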;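 note: 0% = DMSO only wells and the 100% control is not disclosed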
# MC4R antag cAMP – antagonists of human melanocortin 4 receptor (MC4R). P32245. MC4R-expressing cells, MTII-stimulated cAMP, LANCE TR-FRET. inhibition, % at 6.5 µM. 360,000 tested, 0.48% active;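 active = inhibition above its plate's cutoff, the mean of tested wells on that plate plus 3 SD, cut at about 29% in these data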;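 note: 0% = Melanotan II alone and 100% = Melanotan II plus saturating MCL0020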
# Target sequence (P32245 whole entry, looked up): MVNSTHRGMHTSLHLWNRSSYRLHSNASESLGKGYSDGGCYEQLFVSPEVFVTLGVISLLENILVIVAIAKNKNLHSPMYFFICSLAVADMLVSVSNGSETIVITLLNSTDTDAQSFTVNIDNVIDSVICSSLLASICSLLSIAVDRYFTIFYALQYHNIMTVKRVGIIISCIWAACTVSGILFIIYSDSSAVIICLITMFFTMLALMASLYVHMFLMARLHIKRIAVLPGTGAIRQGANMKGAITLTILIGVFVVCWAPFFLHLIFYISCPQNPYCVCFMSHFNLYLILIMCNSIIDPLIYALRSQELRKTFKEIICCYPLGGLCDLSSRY
#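 Assay system: human MC4R-expressing U2OS cells; reagent: Melanotan II stimulation of cells; dosing: 6.5 µM single dose; timing: compound 30 min, challenge 1 h, detection 1 h; signal: TR-FRET cAMP assay; replicates: one well per compound, no replicates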
# MC4R barr agon – activates human MC4R beta-arrestin recruitment | P32245 | U2OS MC4R beta-arrestin complementation, luminescence; percent of melanotan II response, DMSO zero | activation, % at 8.9 µM | 360,000 tested, 0.98% active | AID 540308;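 active = activation above a per-plate cutoff, the mean activation of sample wells on that plate plus 3 SD, cut at about 8% in these data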
# H9c2 protect – myocardial damage modulation in H9c2 cells. H9c2 cardiomyocytes, H2O2 injury protection, ATPLite, 2 h. protection from H2O2 cell death, % at 20 µM. 360,000 tested, 0.63% active. AID 588492;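 active = compounds giving at least 50% protection of heart cells from peroxide-induced death in the single-dose screen, raw or plate-pattern-corrected value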;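 note: 0% = DMSO wells with peroxide and 100% = DMSO wells without peroxide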
# HTR2A ag – agonists of mouse serotonin 5-HT2A receptor (HTR2A); activation, % at 7.6 µM; CHO-K1 mHTR2A beta-arrestin complementation, luminescence; percent of 30 µM serotonin response; 360,000 tested, 0.66% active; AID 624169; P35363;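 active = activation above a run cutoff, the mean activation of all tested compounds plus 3 SD, cut at about 14% in these data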;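 note: 0% = plate median of compound wells and 100% = 30 µM serotonin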
# Target sequence (P35363 whole entry, looked up): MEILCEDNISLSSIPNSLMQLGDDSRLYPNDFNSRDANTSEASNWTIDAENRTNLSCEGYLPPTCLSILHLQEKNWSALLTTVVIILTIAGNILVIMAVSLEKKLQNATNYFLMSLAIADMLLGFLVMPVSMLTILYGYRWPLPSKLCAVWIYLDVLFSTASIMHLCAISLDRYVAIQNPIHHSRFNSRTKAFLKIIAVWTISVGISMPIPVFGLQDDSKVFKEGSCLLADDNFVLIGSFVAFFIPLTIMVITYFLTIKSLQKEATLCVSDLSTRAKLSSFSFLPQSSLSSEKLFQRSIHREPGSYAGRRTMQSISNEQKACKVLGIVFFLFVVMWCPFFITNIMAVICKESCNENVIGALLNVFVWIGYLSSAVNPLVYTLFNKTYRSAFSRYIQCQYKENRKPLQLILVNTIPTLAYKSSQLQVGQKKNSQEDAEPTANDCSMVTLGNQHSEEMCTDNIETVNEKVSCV
# iPSC survival up – hiPSC single-cell survival enhancement; 360,000 tested, 0.044% active; ATPlite luminescence; 100% = ROCK inhibitor wells, 0% = DMSO; survival enhancement, % at 20 µM; in the data active = survival enhancement above about 18%;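 note: cells exposed to compounds for 16 hours before the ATP read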
# Glyco luc inh – N-linked glycosylation inhibition | D54 ERlucT glycosylation luciferase reporter, 24 h; percent of 100 nM tunicamycin response | reporter increase, % at 12.5 µM | 360,000 tested, 0.23% active;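 active = mean luciferase reporter signal, scaled so untreated is 0 and the glycosylation-blocking control 100, at or above a set limit in every replicate; inconclusive = mean reaches the limit but not every replicate does; inactive = mean below the limit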;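 note: luciferase carries N-glycosylation sites so blocking glycosylation raises the light; 0% = median of neutral control wells and 100% = median of 100 nM tunicamycin wells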
# The depositor's hits bear a star; ? = inconclusive; · = no result given. Compounds as they come. Share with any hit: about 4.5%.
SMILES,ABCB6 inh MLPCN,Exocytosis inh,aDG glyco act,ABHD5-PLIN5 inh,MC4R antag cAMP,MC4R barr agon,H9c2 protect,HTR2A ag,iPSC survival up,Glyco luc inh
C=C(C)C(=O)Nc1cccc(C2=NOC3(C2)C[C@@H](C(N)=O)N(C(=O)c2cc([N+](=O)[O-])cc([N+](=O)[O-])c2)C3)c1 (stereo partly specified),96,64*,0.1,-4,5,-0.9,-2,-3,-1.2,2
Cc1ccnc(NS(=O)(=O)Cc2ccccc2)c1,97,0,-0.1,2,3,-1.1,2,-4,1.9,0
O=[N+]([O-])c1nn(-c2ccc3c(c2)OCCO3)n(O)c1=NC1CCCCCC1,102,-1,-0.1,1,-8,0.9,6,4,-2.5,-2
O=C1c2ccccc2CN1c1ccccc1,97,1,0.1,-1,0,0.4,-4,4,-0.7,0
O=C(N1CCOCC1)N1CCc2ccccc21,98,0,-0.1,-5,5,-0.5,-2,4,-0.3,0
O=[N+]([O-])c1ccc(O)c(/C=N/n2c(-c3ccccc3)n[nH]c2=S)c1,95,-9,0.0,-4,17,-2.1,3,-6,0.3,1
CCc1ccc(NC(=O)CN2C(=O)CC(C)S(=O)(=O)c3ccccc32)cc1 (stereo unspecified),101,0,0.0,0,1,-1.8,-3,0,-0.4,0
Cc1nn(C)c(Oc2cccc(Cl)c2)c1C(=O)O,104,10,0.3,0,8,-1.9,5,6,-3.2,3
CCCCC(=O)Nc1ccc(NCc2ccc(C)s2)cc1,99,-28,0.0,-3,3,-2.3,-2,4,0.8,-4
COc1ccc(S(=O)(=O)Nc2ccc(C(F)(F)F)cc2)cc1OC,100,-1,0.1,5,4,0.1,-2,-1,1.7,-2
CC12CCC(=O)N1C(C(=O)NNC(=O)COc1cccc(C(F)(F)F)c1)CS2 (stereo unspecified),98,3,0.0,-3,-2,-3.1,-1,-1,-0.3,0
Cc1ccc(CC(=O)Nc2nc3ccccc3[nH]2)cc1C,84,3,-0.1,-6,6,-0.7,-7,0,-0.6,3
O=C1C2CCCN2C(c2ccc(Br)cc2)N1c1ccc(F)cc1 (stereo unspecified),95,2,0.1,-4,0,-2.3,-5,5,0.9,0
Cc1cccc(C(=O)NCCNc2nc3cc(C)c(C)cc3cc2C)c1,95,17,1.2,6,1,1.3,-10,-1,-0.1,0
CN(C(=O)COC(=O)c1cc(=O)[nH]c2ccccc12)C1CCCCC1,90,-3,0.0,8,-5,-0.4,-16,11,1.3,1
COc1ccc2oc(C(=O)OCC(=O)NC3CCCCC3)c(C)c2c1,92,1,-0.2,0,-1,-1.8,-6,7,1.4,0
O=C(COC(=O)C1CSC2(c3ccc(F)cc3)CCC(=O)N12)NC(=O)NC1CCCC1 (stereo unspecified),98,0,-0.2,1,10,-0.2,8,6,-0.1,2
O=C1CCN(CCc2ccccc2)CCN1CCSc1ccc(Br)cc1,93,-2,0.1,-10,1,1.9,-17,-2,-1.0,1
CC1(C)C(CC(=O)O)CC1C(=O)O (stereo unspecified),103,26,0.1,-1,-3,-0.9,-4,4,-2.0,2
Cc1cccc(C)c1NC(=O)C1C(c2ccc3c(c2)OCO3)=Nc2ccccc2N1C(=O)c1ccccn1 (stereo unspecified),·,12,-0.3,-2,·,·,·,-7,·,·
O=C(O)c1ccc2oc(=O)c(S(=O)(=O)c3ccccc3)cc2c1,100,-10,-0.1,-11,10,-1.5,0,4,0.6,-2
COc1ccc(NC(=O)C2CCCCN2S(=O)(=O)c2ccc(F)cc2)c(OC)c1 (stereo unspecified),99,-4,-0.2,0,-3,0.7,2,0,4.1,3
CCOC(=O)N1CCN(CC(O)COc2ccc(C(C)C)c(C)c2)CC1 (stereo unspecified),97,-2,0.1,4,6,2.3,-4,0,-0.7,0
O=C(Cc1c[nH]c2ccccc12)NCc1ccc2c(c1)OCO2,96,3,0.4,5,2,-1.6,-1,0,6.1,-2
Cc1cccc(Oc2ccc(S(=O)(=O)N3CCCCC3)cc2NC(=O)C2=COCCO2)c1,94,4,0.0,6,13,0.7,-8,-1,-1.7,-3

# Next part; the last 3 above are carried over.
SMILES,ABCB6 inh MLPCN,Exocytosis inh,aDG glyco act,ABHD5-PLIN5 inh,MC4R antag cAMP,MC4R barr agon,H9c2 protect,HTR2A ag,iPSC survival up,Glyco luc inh
CCOC(=O)N1CCN(CC(O)COc2ccc(C(C)C)c(C)c2)CC1 (stereo unspecified),97,-2,0.1,4,6,2.3,-4,0,-0.7,0
O=C(Cc1c[nH]c2ccccc12)NCc1ccc2c(c1)OCO2,96,3,0.4,5,2,-1.6,-1,0,6.1,-2
Cc1cccc(Oc2ccc(S(=O)(=O)N3CCCCC3)cc2NC(=O)C2=COCCO2)c1,94,4,0.0,6,13,0.7,-8,-1,-1.7,-3
CCOC(=O)C1=C(c2ccccc2)NC(=O)NC1c1cccc(OC)c1OC (stereo unspecified),90,-5,0.0,6,-2,-2.6,-6,-1,-0.6,-2
O=C(Nc1ccc(F)cc1)c1oc2ccccc2c1NC(=O)C1CCCC1,97,-2,-0.2,-2,5,5.1,2,-9,-1.3,-3
Cn1cccc1/C=C1\SC(=O)N(CC(=O)Nc2ccc(Cl)cc2)C1=O,101,-1,-0.1,-1,0,5.8,-9,0,-0.2,-3
Cc1ccccc1NC(=S)NNC(=O)c1ccco1,98,-4,0.0,4,4,-3.4,6,1,-0.5,1
Cc1cc(NC(=O)c2ccc(Cl)cc2)c(C)cc1O,96,4,0.1,-1,0,-0.7,-8,2,-1.6,0
NC(=O)c1c(NC(=O)C2c3ccccc3Oc3ccccc32)sc2c1CCCCC2,104,2,-0.2,-10,7,-2.5,2,-3,0.5,-1
CC(C)Oc1ccc(CN2CCC2(C)C(=O)Nc2cccc3cccnc23)cc1 (stereo unspecified),99,10,0.1,-6,4,-1.3,0,0,0.4,0
CS(=O)(=O)Cc1nc2ccccc2n1CC(=O)Nc1cccc(S(=O)(=O)N2CCCC2)c1,94,4,-0.1,5,-1,0.2,4,-8,0.3,0
O=C(CN1CCN(Cc2ccccc2)CC1)N/N=C/C=C/c1ccco1,102,4,0.1,6,-9,-1.7,2,3,-1.2,13
O=C(NC(=S)Nc1ccc(C(=O)N2CCOCC2)cc1)c1ccc([N+](=O)[O-])cc1,96,0,-0.2,0,5,-1.0,-1,1,1.5,-1
CC(CCc1ccccc1)N(C)CC(O)c1cccc([N+](=O)[O-])c1 (stereo unspecified),96,1,0.0,8,9,0.4,-3,0,-0.6,-1
O=C(COC(=O)c1ccc(S(=O)(=O)C(F)F)cc1)Nc1ccccc1C(=O)NC1CC1,100,2,-0.2,5,13,-1.7,2,2,-0.1,1
CC(C)C(C)NC(=O)CN1C(=O)NC2(CCCCCC2)C1=O (stereo unspecified),98,3,-0.3,0,-3,-1.5,-2,1,-0.8,-1
CCCCNC(=S)NNC(=O)C12CC3CC(CC(C3)C1)C2,105,-2,-0.1,-6,5,-0.8,18,0,1.4,-4
CCCCNC(=O)CC1N=C2c3ccccc3N=C(SCC(=O)Nc3cccc(C)c3)N2C1=O (stereo unspecified),99,10,0.2,1,15,1.8,0,-1,1.8,-5
Cc1cccn2cc(-c3cccc(S(=O)(=O)N4CCOCC4)c3)nc12,98,3,0.0,4,1,-2.9,13,0,0.0,3
COc1cccc(/C=C/C(=O)OCC(=O)NCC2CCCO2)c1 (stereo unspecified),98,?,-0.1,-4,4,-0.6,-1,-4,-1.1,0
CC1(C)CC(NC(=O)C(=O)NCCc2ccccc2)CC(C)(C)N1,99,-3,0.0,-8,3,0.0,3,0,0.2,0
O=S(=O)(Nc1nc2cc3c(cc2nc1Cl)OCCO3)c1ccccc1,97,-2,0.1,3,21,0.0,0,3,3.7,1
CN1C(=O)C(C(=O)Nc2ccccc2F)c2ccccc21 (stereo unspecified),107,-6,-0.2,-1,-10,5.4,-2,5,-1.7,2
N#Cc1c(-c2cccs2)cc(-c2cccnc2)nc1N,95,4,0.7,9,-12,-1.3,73*,6,0.6,10
COc1ccc(-c2ccc3c(N)c(C(=O)NC(C)C)sc3n2)cc1OC,94,3,0.0,-11,7,-2.8,20,-1,1.1,4
COc1ccccc1C(=O)Nc1c2c(nn1-c1ccc(Cl)cc1)CS(=O)(=O)C2,100,2,-0.1,1,8,0.0,-2,-4,-0.5,0
CC(=O)NC1=NN(C(C)=O)C(c2ccccn2)S1 (stereo unspecified),97,2,-0.2,-3,-5,-3.5,-7,9,-0.3,1
C=CCn1c2ccccc2c2nnc(SC(CC)C(=O)Nc3nc(C)c(C(=O)OCC)s3)nc21 (stereo unspecified),93,30,0.2,2,-1,-0.6,-3,2,0.0,-3
# New compounds follow
SMILES,ABCB6 inh MLPCN,Exocytosis inh,aDG glyco act,ABHD5-PLIN5 inh,MC4R antag cAMP,MC4R barr agon,H9c2 protect,HTR2A ag,iPSC survival up,Glyco luc inh
Cc1ccc(NC(=O)c2ccoc2C)cc1C,97,-5,0.0,-3,3,-2.5,-4,-5,1.4,-1
COc1ccc(N(CN2C(=O)C3CC=CCC3C2=O)C(=O)c2ccco2)cc1 (stereo unspecified),93,1,-0.2,3,-6,-1.5,-2,1,1.2,0
CC(=O)N[C@@H](CC(=O)N[C@H](CCC(=O)O)C(=O)O)C(=O)O,96,3,0.0,7,1,-0.4,10,3,4.5,-1
COc1ccc(-c2c(-c3cc(OC)cc(OC)c3)n(C)c3ccc(-c4cc(F)cc(OC)c4)cc23)cc1,102,-5,-0.3,6,2,0.1,-7,-3,-2.2,2
CCCCc1nn(-c2cc(Cl)ccc2OC)c2c1C(=O)CC(C)(C)C2,101,3,0.2,3,6,3.9,-25,12,0.3,-1
Cc1ccc2c(c1)c(C)cc(=O)n2CCC(=O)O,103,-2,-0.2,6,4,1.0,2,2,2.4,0
COc1ccccc1NC(=O)c1ccc(S(=O)(=O)N2CCCC(C)C2)cc1 (stereo unspecified),91,-2,0.1,0,13,-0.3,-5,-5,-0.6,-5
CCNC(=O)CSc1nnc(CN2CCCCCC2=O)n1-c1ccccn1,98,0,-0.2,-3,-7,-0.5,-1,2,2.2,0
CN1C/C(=C/c2ccccc2[N+](=O)[O-])C(=O)/C(=C\c2ccccc2[N+](=O)[O-])C1,107,31,-0.4,-4,12,0.1,-12,4,-5.5,12
Cc1c(-n2c(O)c(C3=c4ccccc4=NC3=O)sc2=S)c(=O)n(-c2ccccc2)n1C,99,11,0.0,0,19,0.3,19,-2,0.2,-1
CC(C)(C)c1ccc(C(=O)N/N=C/c2ccc(OCCCF)cc2)cc1,95,16,-0.1,-9,-4,5.9,2,-1,1.2,-5
CCNC(=O)C1(C)CCCN1Cc1ccccc1Cl (stereo unspecified),92,-5,0.0,0,-5,-0.1,2,8,9.0,0
CCOC(=O)c1ccc(NC(=O)CSc2nnc(Cc3cccs3)n2C)cc1,105,18,0.1,2,10,-2.6,-5,-1,3.8,0
COCCNC(=O)CSc1nc2cc3c(cc2c(=O)n1Cc1ccco1)OCO3,94,-1,0.2,0,8,-1.4,4,-2,-0.9,2
